From PubChem
mIAP inh: blocks mouse intestinal alkaline phosphatase. AID 2806. 330,000 tested, 0.2% active. purified mouse IAP, CDP-Star luminescence, 30 min. inhibition, % at 10 µM;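 active = inhibition of at least 40% at 10 µM in the primary screen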;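 note: plate controls were DMSO with enzyme for no effect and no enzyme wells for full effect; values of inactives mirror those of a sister screen read the other way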
MPTP inh: permeability transition pore inhibition | isolated mouse mitochondria, Ca2+ swelling absorbance, 30 min | inhibition, % at 10 µM | 360,000 tested, 1.4% active;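 active = inhibition of 50% or more, scaled per plate between neutral and stimulator controls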;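 note: 0% = DMSO wells given calcium and 100% = 1 mM EGTA wells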
mIAP act: mouse IAP activation; muIAP, CDP-Star luminescence, 30 min; hits give high values; 1 = vehicle-only enzyme signal, 0 = enzyme-free wells; AID 2805; activation factor at 10 µM; 330,000 tested, 0.24% active;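 active = activation factor of at least 2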; note: the source names both 10 and 20 µM as test concentration; values of inactives mirror those of a sister screen read the other way
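also added = chemiluminescent substrate CDP-Star | test system = mouse IAP enzyme | signal = chemiluminescence readout | compound = DMSO-dissolved test compounds | incubation = 30 min at room temperature | benchmarks = DMSO wells, no-enzyme wells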
A3G deaminase: APOBEC3G (human) deaminase inhibition | Q9HC16 | recombinant A3G, ssDNA deamination FAM/TAMRA fluorescence | inhibition, % at 20 µM | 330,000 tested, 0.28% active | AID 493012;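 active = inhibition of at least 40% at 20 µM, with no more than 30% in the related APOBEC3A deaminase screen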;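 note: plate controls were DMSO wells with A3G for no effect and wells lacking A3G enzyme for full effect; some compounds called inactive have numbers as strong as hits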
Target sequence (Q9HC16 whole entry, looked up): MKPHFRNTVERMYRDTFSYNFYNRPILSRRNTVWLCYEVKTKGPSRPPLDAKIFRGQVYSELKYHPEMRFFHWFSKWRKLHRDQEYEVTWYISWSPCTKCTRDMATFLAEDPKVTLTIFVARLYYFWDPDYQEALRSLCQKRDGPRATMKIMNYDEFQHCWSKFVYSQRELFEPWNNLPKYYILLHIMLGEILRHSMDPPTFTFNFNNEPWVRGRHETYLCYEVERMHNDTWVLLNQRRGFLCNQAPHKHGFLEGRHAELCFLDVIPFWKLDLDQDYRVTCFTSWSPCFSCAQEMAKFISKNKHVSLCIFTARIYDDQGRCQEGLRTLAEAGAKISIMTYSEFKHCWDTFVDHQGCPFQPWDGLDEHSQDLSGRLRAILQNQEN
hIAP block: human IAP inhibition; P09923; purified IAP, CDP-Star luminescence, 30 min; inhibition, % at 10 µM; 330,000 tested, 0.12% active; AID 2544;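 active = inhibition reaching a set limit with compound at 10 µM in the primary screen, cut at about 35% in these data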;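 note: plate controls were DMSO wells with enzyme for no effect and no-enzyme buffer wells for full effect; values of inactives mirror those of a sister screen read the other way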
hIAP act: increases human intestinal alkaline phosphatase activity. activation factor at 10 µM. purified human IAP, CDP-Star luminescence, 30 min; hits give high values; 1 = vehicle-only enzyme, 0 = enzyme-free background. 330,000 tested, 0.16% active;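 active = activation factor of the enzyme at least 2-fold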; note: the source names both 10 and 20 µM as test concentration; values of inactives mirror those of a sister screen read the other way
MIN6 prolif: inducers of beta-cell replication in MIN6 cells. proliferation, % at 10 µM. 330,000 tested, 0.29% active. MIN6 cells proliferation, ATPlite luminescence, 48 h; cells starved in 0.2% serum; 100% = growth in 10% serum. AID 2380;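 active = compounds whose signal lies at least 3.5 SD above the mean of all wells on their plate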;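 note: 0% = DMSO-treated cells in low-serum medium and 100% = 10% serum control; some compounds called inactive have numbers as strong as hits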
NR3A LBD binder: modulates the human NR3A ligand-binding domain | NR3A LBD differential scanning fluorimetry, Tm shift; 0% = protein alone, 100% = glycine-bound protein | Tm shift relative to glycine control, % at 25 µM | 340,000 tested, 2.5% active;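 active = melting temperature shift of at least 10% of the positive control shift, at one fixed dose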
A3A deaminase: blocks human APOBEC3A ssDNA deamination. P31941. recombinant A3A, FAM/TAMRA ssDNA deamination fluorescence. inhibition, % at 20 µM. 330,000 tested, 0.41% active. AID 493011;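 active = at least 40% inhibition at 20 µM here, with at most 30% in a related deaminase screen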;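 note: plate controls were A3A with DMSO for no effect and wells lacking A3A enzyme for full effect; some results filed as inactive read as strong as hits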
Target sequence (P31941 whole entry, looked up): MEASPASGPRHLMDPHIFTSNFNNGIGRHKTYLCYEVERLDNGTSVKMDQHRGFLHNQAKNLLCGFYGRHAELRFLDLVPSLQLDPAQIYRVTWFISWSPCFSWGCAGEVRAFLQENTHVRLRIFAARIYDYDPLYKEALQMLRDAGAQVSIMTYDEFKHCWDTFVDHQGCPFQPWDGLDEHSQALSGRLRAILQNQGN
* = called active by the depositor.

1	O=S(CCc1ccncc1)Cc1ccccc1 (centres undefined)
2	CC(NC(=S)NCCN1CCOCC1)C12CC3CC(CC(C3)C1)C2 (centres undefined)
3	COc1cccc(NC(=O)CN(C)C(C)C(=O)Nc2cc([N+](=O)[O-])ccc2Cl)c1 (centres undefined)
4	Cc1ccc(OCC(=O)N/N=C/c2ccncc2)cc1C
5	C=CC(COCc1ccccc1)N(Cc1ccc(OC)cc1)S(=O)(=O)c1ccccc1Br (centres undefined)
6	CCN1C2=NCCCN2c2ccccc21
7	O=C(COC(=O)c1ccccn1)Nc1ccc(S(=O)(=O)N2CCOCC2)cc1
8	COc1c2ccoc2nc2c(OC)c(OC[C@@H](O)C(C)(C)O)ccc12
9	Cc1ccc(-c2ccc(=O)n(CC(=O)NCCN(C)C)n2)cc1
10	COc1cc(/C=N/n2c(C)nc3ccccc3c2=O)cc(OC)c1O

Screen / compound no.,1,2,3,4,5,6,7,8,9,10
mIAP inh,0,-3,-2,-13,0,-4,9,4,-2,-1
MPTP inh,2.3,0.1,0.6,-0.2,0.8,-0.2,-7.5,-1.4,0.1,0.0
mIAP act,1,1,1,1.1,1,1,0.91,0.96,1,1
A3G deaminase,-1,-6,-2,-6,-5,3,-3,-1,-7,-1
hIAP block,-23,-6,-42,-11,23,1,-8,12,-1,4
hIAP act,1.2,1.1,1.4,1.1,0.77,0.99,1.1,0.88,1,0.96
MIN6 prolif,1,-2,3,-1,-4,-2,1,3,-1,0
NR3A LBD binder,6,-2,-3,1,2,11*,-2,1,1,-1
A3A deaminase,0,-5,2,-3,-1,0,5,-2,-4,-2

11	O=C(NCCCNC(=O)c1ccccn1)c1ccc(F)cc1
12	O=C(NCCO)c1cccc2c1C(=O)c1ccccc1-2
13	Cc1ccccc1CN(c1ccc(C(=O)NCCC2=CCCCC2)cc1)S(C)(=O)=O
14	CCN1C/C(=N\S(=O)(=O)/N=C2\CN(CC)C(=O)N2CC)N(CC)C1=O
15	O=C(O)c1cccc(CSc2nnc(-c3ccc(Cl)cc3)o2)c1
16	Cc1ccccc1NC(=O)Cc1nc(CCl)cs1
17	CCCCOC(=O)Nc1ccc(C(=O)OC)cc1
18	COc1cc(C(=O)NCc2ccc3c(c2)OCO3)ccc1OCc1c(C)noc1C
19	CC(C)(C)OC(=O)NCC(=O)N1CCC(C(=O)O)CC1
20	CCN(CCCNC(=O)CC1Oc2ccc(C)cc2NC1=O)Cc1ccccc1 (centres undefined)

Screen / compound no.,11,12,13,14,15,16,17,18,19,20
mIAP inh,1,-7,0,4,6,0,-3,-4,-14,5
MPTP inh,-1.7,1.3,6.0,2.1,-0.7,-2.5,-0.3,-5.0,0.4,-1.2
mIAP act,0.99,1.1,1,0.96,0.94,1,1,1,1.1,0.95
A3G deaminase,-10,4,-7,7,3,-7,-6,-6,1,-5
hIAP block,3,-6,-3,-18,16,-11,14,4,1,8
hIAP act,0.97,1.1,1,1.2,0.84,1.1,0.86,0.96,0.99,0.92
MIN6 prolif,-2,0,-1,-5,-2,-6,-2,1,-1,-4
NR3A LBD binder,-4,-1,-5,1,2,3,-1,3,-5,-1
A3A deaminase,-3,8,-1,0,5,1,-2,4,1,-1

21	CCOC(=O)c1ccc(CNCc2ccc(C)cc2)cc1
22	O=C(CSc1nc2ccccc2s1)Nc1cc(C(=O)O)cc(C(=O)O)c1
23	Cn1cccc1/C=N/N1CCN(Cc2ccccc2)CC1
24	C[C@H](CO)N1C[C@H](C)[C@@H](CN(C)Cc2ccc(C(=O)O)cc2)Oc2c(NS(=O)(=O)c3cn(C)cn3)cccc2C1=O
25	Cc1cc(=O)c2ccc(Cl)cc2[nH]1
26	CCOc1ccc(N2CC(C(=O)Nc3nnc(SCCOC)s3)CC2=O)cc1 (centres undefined)
27	COc1ccccc1N1CCN(C2CCCCC2NS(=O)(=O)c2ccc(Cl)cc2)CC1 (centres undefined)
28	COC(=O)c1sccc1NC(=O)c1cc(-c2ccc(C)cc2)nc2ccccc12
29	Cc1cc(CN2CCCC(CNC(=O)c3ccc(F)cc3)C2)cc(C)c1O (centres undefined)
30	Cc1onc(-c2ccccc2Cl)c1C(=O)NCc1ccc(N2CCCC2=O)cc1

Screen / compound no.,21,22,23,24,25,26,27,28,29,30
mIAP inh,5,-4,0,-15,-6,6,-3,7,-7,-4
MPTP inh,-0.3,-2.7,1.4,0.3,-3.2,-0.6,1.3,5.6,-0.1,1.6
mIAP act,0.95,1,1,1.1,1.1,0.94,1,0.93,1.1,1
A3G deaminase,3,9,-10,-6,-5,-12,-4,-3,-3,-6
hIAP block,-21,-4,6,6,-2,5,-35,-9,-17,-11
hIAP act,1.2,1,0.94,0.94,1,0.95,1.3,1.1,1.2,1.1
MIN6 prolif,0,-1,4,-1,-3,0,-2,-2,3,-4
NR3A LBD binder,-18,0,2,3,-3,2,2,-2,0,-3
A3A deaminase,2,2,-8,-3,1,-3,-3,2,1,-13

31	CCn1ccnc1CNCc1ccc(OCC(O)CN(C)Cc2ccccc2)cc1 (centres undefined)
32	COC(=O)Cn1c(C)nc2c(sc3nc(C)cc(C)c32)c1=O
33	COc1ccc2cc3c(N)nn(C(=O)Cc4ccccc4OC)c3nc2c1
34	CC(=O)CC(=O)Nc1ccc(Cl)cn1
35	CN(CC(=O)N1CCC(C(N)=O)CC1)S(=O)(=O)c1ccc2ccccc2c1
36	O=C(CSc1ncn[nH]1)c1ccco1
37	CCOC(=O)Nc1ccc(C(=O)c2ccncc2)cc1
38	CCOC(=O)C(=O)Nc1cc(Cl)ccc1C
39	Cc1ccc(-c2nnn(Cc3nc4ccccc4s3)n2)cc1
40	CN(C)S(=O)(=O)c1cccc(C(=O)Nc2cc(S(=O)(=O)N3CCOCC3)ccc2O)c1

Screen / compound no.,31,32,33,34,35,36,37,38,39,40
mIAP inh,2,-14,1,8,-1,26,-8,-4,-3,1
MPTP inh,0.0,-0.4,0.0,0.5,0.0,12,1.3,4.5,2.2,-2.2
mIAP act,0.98,1.1,0.99,0.92,1,0.74,1.1,1,1,0.99
A3G deaminase,-2,8,-8,-5,-3,-6,7,6,1,-4
hIAP block,-27,-18,-14,-4,2,7,0,-13,0,8
hIAP act,1.3,1.2,1.1,1,0.98,0.93,1,1.1,1,0.92
MIN6 prolif,-4,-3,-5,-1,-1,-1,-3,-3,-1,7
NR3A LBD binder,1,1,6,0,0,3,-1,-3,2,3
A3A deaminase,1,0,0,-4,0,-2,-5,-1,3,-1

41	O=C(Nc1ccccc1Cl)c1cc(=O)c2ccccc2o1
42	COc1ccc(N=C2S/C(=C\c3ccco3)C(=O)N2CC(C)C)cc1
43	C/C(=N\NC(=O)c1cccnc1)c1ccc(-n2ccnc2)cc1
44	COc1ccc(OC)c(S(=O)(=O)N2CCN(CC(O)CN3CCOCC3)CC2)c1 (centres undefined)
45	COCCn1nnnc1CN1CCN(c2cccc(C(F)(F)F)c2)CC1
46	N#C/C(=C\c1ccc(-c2ccc([N+](=O)[O-])cc2Br)o1)C(=O)N1CCN(c2ccccc2)CC1
47	COc1ccc(NC(=O)CSc2nnnn2C2CC2)cc1S(=O)(=O)N1CCOCC1
48	COc1ccc(C(C)=NNc2ccc([N+](=O)[O-])cc2S(=O)(=O)Nc2ccccc2C(=O)O)c(OC)c1
49	CC/C(O)=C(\C#N)c1nnc2n1CCCCC2
50	O=[N+]([O-])c1cccc(-c2nnnn2-c2cccc(F)c2)c1

Screen / compound no.,41,42,43,44,45,46,47,48,49,50
mIAP inh,1,11,2,1,-6,9,-4,36,8,2
MPTP inh,0.1,-4.7,-1.9,-2.1,1.4,3.2,0.6,86*,-0.2,2.2
mIAP act,0.99,0.89,0.98,0.99,1.1,0.91,1,0.64,0.92,0.98
A3G deaminase,-3,-1,-4,-3,-4,2,-6,2,-9,-1
hIAP block,-3,13,-6,10,15,19,18,-10,0,-10
hIAP act,1,0.87,1.1,0.9,0.85,0.81,0.81,1.1,1,1.1
MIN6 prolif,0,-1,-4,1,2,-2,-2,-6,-2,-2
NR3A LBD binder,1,-1,-3,0,2,-2,1,9,-1,0
A3A deaminase,-4,4,-3,-1,0,48*,10,0,-4,3

Complete entries, looked up by structure.
`COc1ccc(NC(=O)CSc2nnnn2C2CC2)cc1S(=O)(=O)N1CCOCC1` is listed as mIAP inh = -4; MPTP inh = 0.6; mIAP act = 1; A3G deaminase = -6; hIAP block = 18; hIAP act = 0.81; MIN6 prolif = -2; NR3A LBD binder = 1; A3A deaminase = 10
`COc1ccc(N=C2S/C(=C\c3ccco3)C(=O)N2CC(C)C)cc1` is listed as mIAP inh = 11; MPTP inh = -4.7; mIAP act = 0.89; A3G deaminase = -1; hIAP block = 13; hIAP act = 0.87; MIN6 prolif = -1; NR3A LBD binder = -1; A3A deaminase = 4

Next entries
51	O=C(CSc1cc(Cl)ccc1Cl)NC1CC1
52	CCc1nnc(NC(=O)C2Cc3ccccc3CN2S(=O)(=O)c2ccc(C)cc2)s1 (centres undefined)
53	CC(=O)c1cc2c(cc1NC(=O)Cc1ccsc1)OCO2
54	N#Cc1cccnc1Oc1ccccc1
55	CCc1cc(CNC(=O)CCc2nnc(CCCc3ccccc3)o2)on1

Screen / compound no.,51,52,53,54,55
mIAP inh,9,-3,8,-5,0
MPTP inh,-2.3,1.6,-1.4,1.2,-0.5
mIAP act,0.91,1,0.92,1,1
A3G deaminase,-4,-8,1,1,5
hIAP block,2,-16,3,10,-14
hIAP act,0.98,1.2,0.97,0.9,1.1
MIN6 prolif,-2,-3,-4,-1,-3
NR3A LBD binder,-4,2,2,-1,-1
A3A deaminase,-3,-3,0,-1,5

NR3A LBD binder, what is marked active above
item | compound | mIAP inh | MPTP inh | mIAP act | A3G deaminase | hIAP block | hIAP act | NR3A LBD binder | A3A deaminase
6 | CCN1C2=NCCCN2c2ccccc21 | -4 | -0.2 | 1 | 3 | 1 | 0.99 | 11* | 0
